From PubChem BioAssay
MBNL1 CUG block = inhibitors of human MBNL1 binding to CUG repeat RNA; TR-FRET MBNL1-His/biotin-(CUG)12 binding, 665/545 ratio; 280,000 tested, 0.036% active; AID 2675; Potency, µM (top dose mostly 57.5 µM), for the others: at the highest dose activity change, negative = inhibition, hits mostly inhibitors; active = well fitted inhibition curve with a large enough effect in the signal ratio, with a control signal flat, not every such curve was filed as active; inconclusive = small, poorly fitted or top-dose-only effect, or effect the other way, or a change in a side signal; inactive = no such curve, though single readings can be large or run the other way; the % refers to the signal ratio; note: potency is the fitted concentration of half-maximal effect; % is set by controls: 0 for no effect and ±100 for the full control effect
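Ratiometric TR-FRET (665 over 545 nm, excitation 340 nm) tracks disruption of MBNL1-His/biotin-(CUG)12 complex after 60 min at room temperature, with compounds at 92 nM to 58 uM final.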
ELG1 DNA repair = blocks ELG1-dependent DNA repair in HEK293T cells; AID 504467; HEK293T ELG1-luciferase reporter, luminescence, 16 h; DNA damage induced by 5-fluorouridine; 330,000 tested, 2.3% active; Potency, µM (doses to about 46.1 µM), inactives show at the top dose activity change, negative = inhibition, actives largely listed as inhibitors; note: potency is the fitted concentration of half-maximal effect; % is set by controls: 0 for no effect and ±100 for the full control effect; nearly all actives have a fitted effect of over 55% in size
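DMSO vehicle served as the neutral condition. Each well held 2,000 cells given 5-fluorouridine plus compound; after 16 hr at 37 °C/5% CO2, ONE-Glo was added and luciferase measured 30 min later.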
NPC1 prom act = NPC1 promoter activation | 320,000 tested, 2.4% active | Huh7 NPC1 promoter luciferase reporter, 24 h | AID 485313 | Potency, µM (series often up to 9.22 µM), for inactives: at the top dose activation, most hits filed as activators;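 note: potency is the fitted concentration of half-maximal effect; % of control where 0% means no effect; nearly all actives have a fitted effect of over 60% in size; reporter is driven by a mutant NPC1 promoter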
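Readout is luciferase luminescence, reflecting NPC1 promoter activation in stably transfected Huh7 cells after 24 h compound exposure at 37 °C in reduced-serum medium with 10% FBS.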
Rab9 prom act = activates the Rab9 promoter; Huh7 Rab9 promoter-luciferase reporter, luminescence, 24 h; Potency, µM (doses to about 9.22 µM), inactives show top-dose activation, negative = inhibition, hits mostly activators; 320,000 tested, 2.8% active; note: potency is the fitted concentration of half-maximal effect; % of control where 0% means no effect; nearly all actives have a fitted effect of over 60% in size
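Stable Rab9-luc Huh7, 1500 cells/well, 2 h settle; cmpd in DMSO, 24 h, 37 °C/5% CO2; luciferase reagent 10 min RT; luminescence.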
Menin MLL FP TR = displaces Texas Red mutant MLL peptide from human menin; Menin + Texas Red MLL mutant peptide, fluorescence polarization; Potency, µM (top dose mostly 61.6 µM), for inactives: top-dose FP activity change, negative = inhibition, hits mostly inhibitors; 270,000 tested, 0.23% active; AID 1768; active = well fitted inhibition curve with a large enough effect in the polarisation, with a control signal flat, not every such curve was filed as active; inconclusive = small, poorly fitted or top-dose-only effect, or effect the other way, or a change in a side signal; inactive = no such curve, though single readings can be large or run the other way; the % refers to the polarisation; note: potency is the fitted concentration of half-maximal effect; % of control where 0% means no effect; many of its hits are not listed in these tables
FLuc counter = firefly luciferase modulation, counter-screen for miR-21 project | P08659 | purified FLuc, Km substrates, luminescence inhibition | Potency, µM (doses to about 57.5 µM), inactives show at the highest dose activity change, negative = inhibition, usual class: inhibitors | 360,000 tested, 6.9% active;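 note: potency is the fitted concentration of half-maximal effect; plate controls were vehicle for no effect and reference inhibitor for full effect; nearly all actives have a fitted effect of over 55% in size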
Target sequence (P08659 whole entry, looked up): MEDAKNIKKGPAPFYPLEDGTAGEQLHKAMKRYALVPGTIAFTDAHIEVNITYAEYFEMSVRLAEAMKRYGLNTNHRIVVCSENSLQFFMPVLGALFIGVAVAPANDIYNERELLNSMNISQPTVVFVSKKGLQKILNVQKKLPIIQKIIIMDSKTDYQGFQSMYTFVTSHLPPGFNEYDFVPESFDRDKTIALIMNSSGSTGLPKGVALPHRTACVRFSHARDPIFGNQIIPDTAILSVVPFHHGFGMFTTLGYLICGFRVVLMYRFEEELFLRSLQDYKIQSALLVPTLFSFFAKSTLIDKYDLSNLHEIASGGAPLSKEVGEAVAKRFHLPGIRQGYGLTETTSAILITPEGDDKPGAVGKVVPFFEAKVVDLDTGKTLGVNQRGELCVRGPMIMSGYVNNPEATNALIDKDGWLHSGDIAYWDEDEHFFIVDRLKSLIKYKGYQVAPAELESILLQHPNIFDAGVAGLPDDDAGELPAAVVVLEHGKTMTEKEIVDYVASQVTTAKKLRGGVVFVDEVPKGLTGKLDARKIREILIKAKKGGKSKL
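Purified P. pyralis luciferase, 10 nM final, with Km-level 10 uM D-luciferin and 10 uM ATP in 50 mM Tris acetate pH 7.5, 10 mM Mg acetate, 0.01% Tween-20, 0.05% BSA; 6-point qHTS titration about 60 µM downward; luminescence read.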
KCNH2 3.1 block = blocks the human KCNH2 3.1 channel isoform. U2OS KCNH2 3.1, thallium flux FluxOr; active compounds read low. activity change, % (tested at about 1.8 µM). 340,000 tested, 0.95% active. AID 720553;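 active = maximum activity change below -70%; inconclusive = maximum activity change from -70% to -50%; inactive = maximum activity change above -50%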;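 note: thallium influx rate constant from kinetic fluorescence after stimulation buffer; % is set by controls: 0 for no effect and ±100 for the full control effect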
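Thallium flux read-out: FluxOr dye with Red40 quencher in HBSS/HEPES, 45 min at RT. Rate constants from kinetic reads were normalized to positive and negative DMSO controls. Cells: U2OS virally expressing the 3.1 isoform.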
Gal4-VP16 FLuc = inhibits Gal4-VP16 luciferase reporter, ROR gamma counter-screen | Drosophila S2 Gal4-VP16 UAS-luciferase, luminescence, 20 h | Potency, µM (series often up to 53.6 µM), without a hit: top-dose activity, negative = inhibition, actives largely listed as inhibitors | 310,000 tested, 3.5% active;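 note: Gal4-VP16 expression switched on by copper sulfate through the metallothionein promoter; potency is the fitted concentration of half-maximal effect; % is set by controls: 0 for no effect and ±100 for the full control effect; nearly all actives have a fitted effect of over 50% in size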
RORg inh = inhibitors of mouse ROR gamma transcriptional activity. AID 2551. Drosophila S2 Gal4-RORgamma UAS-luciferase reporter, 20 h. 310,000 tested, 5.4% active. Potency, µM (series often up to 53.6 µM), inactives show top-dose activity change, negative = inhibition, hits mostly inhibitors; note: potency is the fitted concentration of half-maximal effect; % is set by controls: 0 for no effect and ±100 for the full control effect; nearly all actives have a fitted effect of over 60% in size
Target sequence (P51450 whole entry, looked up, the tested form may be a part): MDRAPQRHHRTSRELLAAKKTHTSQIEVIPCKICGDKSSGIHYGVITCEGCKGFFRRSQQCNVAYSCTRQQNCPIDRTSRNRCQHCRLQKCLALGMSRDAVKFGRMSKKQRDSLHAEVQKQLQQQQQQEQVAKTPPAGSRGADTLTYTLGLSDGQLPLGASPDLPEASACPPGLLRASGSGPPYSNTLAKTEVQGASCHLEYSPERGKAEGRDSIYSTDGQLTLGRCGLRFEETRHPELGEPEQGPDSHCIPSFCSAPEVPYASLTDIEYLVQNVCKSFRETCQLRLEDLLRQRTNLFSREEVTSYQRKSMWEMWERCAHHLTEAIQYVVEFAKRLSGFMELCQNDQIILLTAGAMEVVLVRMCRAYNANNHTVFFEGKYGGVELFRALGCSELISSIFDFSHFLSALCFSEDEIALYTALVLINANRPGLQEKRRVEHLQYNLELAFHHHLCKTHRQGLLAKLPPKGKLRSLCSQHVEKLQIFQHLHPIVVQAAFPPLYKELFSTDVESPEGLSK
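Schneider cells (Drosophila), stable Gal4 DBD–ROR gamma + UAS-luc; 1 hr cmpd preincubation; Cu2+ induction 700 uM final; 20 hr ambient; luminescence.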
PKM2 activator = increases activity of human pyruvate kinase M2 | purified PKM2, Kinase-Glo ATP luminescence, activation; response scale: 0% is enzyme alone, no compound | 260,000 tested, 0.34% active | Potency, µM (series often up to 57.5 µM), for inactives: at the highest dose activation, hits mostly activators | AID 1631 | P14618; note: potency is the fitted concentration of half-maximal effect; % is set by controls: 0 for no effect and ±100 for the full control effect; nearly all actives have a fitted effect of over 55% in size
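ATP formation by purified human PK-M2, quantified via coupled luciferase luminescence after 1 h at room temperature with 0.1 mM ADP and 0.5 mM PEP final.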
Mito fusion act = mitochondrial division inhibition or fusion activation; S. cerevisiae fusion-defective mutant growth rescue, CellTiterGlo 48 h; Potency, µM (doses to about 46.1 µM), inactives show top-dose growth rescue (activation), hits mostly activators; 320,000 tested, 0.23% active; AID 485298;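 note: potency is the fitted concentration of half-maximal effect; % of control where 0% means no effect; nearly all actives have a fitted effect of over 45% in size; temperature-sensitive fusion mutants such as fzo1-1 at 37 °C on non-fermentable ethanol glycerol medium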
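Luminescent cell viability in 1536-well qHTS format served as the measure of rescued growth in ts fusion-mutant S. cerevisiae cultured on non-fermentable YPEG for 48 hours at 37C.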
* hit, by the source's call; ? = inconclusive; . = not tested or not shown; [ ] = another dose, or the depositor's remark. Unless noted, calls come from the whole dose curve; as a rule, active = well fitted curve in the direction sought with a large enough effect; inconclusive = small, poorly fitted or top-dose-only effect, or another doubt; inactive = no such curve, though single readings can be large; an effect the other way counts as inactive or inconclusive. Only part of the results is shown; count on the stated rates, not on these rows.

SMILES	MBNL1 CUG block	ELG1 DNA repair	NPC1 prom act	Rab9 prom act	Menin MLL FP TR	FLuc counter	KCNH2 3.1 block	Gal4-VP16 FLuc	RORg inh	PKM2 activator	Mito fusion act
COc1cc(Br)cc(C2C3=C(CCCC3=O)N(c3ccc(F)cc3)C3=C2C(=O)CCC3)c1O	8%	-2%	0%	-5%	16%	-2%	9	-22%	?	1%	-15%
Cc1ccccc1NC(=O)c1ccc(Nc2c([N+](=O)[O-])cc([N+](=O)[O-])c3ccccc23)cc1	13%	18µM*	-8%	-13%	?	2%	-21	13%	25%	-2%	-25%
Cc1ccc(S(=O)(=O)N2CCN(C(=O)c3ccc(-n4cncn4)c([N+](=O)[O-])c3)CC2)cc1C	.	2%	-3%	-2%	.	1%	-23	.	.	.	-3%
COC(=O)c1ccccc1NC(=O)c1cc(OC)cc(OC)c1	8%	-6%	-2%	-3%	11%	-1%	-5	11%	-5%	8%	7%
O=S(=O)(N1CCCCCC1)N1CCN(S(=O)(=O)N2CCCCC2)CC1	4%	2%	0%	-1%	11%	-1%	-12	6%	24%	-13%	-4%
CCOc1ccc(-c2nc(N)ncc2-c2ccc(OC)cc2)c(O)c1	-11%[11.5 µM]	?	0%	-4%	3%	1%	0	-5%	3%	7%	-16%
COc1ccccc1NC(=O)Cc1ccc(-c2ccccc2)cc1	6%	-6%	-3%	1%	40%[activator]	?	-3	-9%	?	0%	27%
CC/C(Cc1ccccc1)=N/NC(=O)CNC(=O)c1ccc(Cl)cc1Cl	4%	-4%	3%	-2%	?	-1%	3	.	.	-1%	-1%
CCOC(=O)C1(CCc2ccccc2)CCN(C(=O)CCn2cnnn2)CC1	1%	?	3%	21%	-6%	?	-1	-6%	-2%	2%	1%
CCOC(=O)N1CCN(C(=O)COCc2cc(-c3ccc4c(c3)OCO4)on2)CC1	0%	10%	0%	-4%	-8%	?	-19	6%	-3%	.	5%
NS(=O)(=O)c1ccc(CNC(=S)NC2CC2)cc1	7%	-13%	-1%	-7%	28%	4%	18	-2%	13%	9%	0%
O=C(O)c1ccc(Cl)c(S(=O)(=O)Nc2ccc3[nH]c(=O)[nH]c3c2)c1	?	14%	-4%	-3%	.	-3%	-10	9%	-6%	1%	-3%
CCN1/C(=C/C=C/c2oc3ccc(-c4ccccc4)cc3[n+]2CC)Oc2ccc(-c3ccccc3)cc21	339%[activator]	12µM*	-44%[inhibitor]	-73%[inhibitor]	?	?	-160*	0.35µM*	13µM*	-3%	-16%
Cc1cccc(N(CC(=O)N2CCN(c3ccc(F)cc3)CC2)S(C)(=O)=O)c1C	1%	-8%	1%	-2%	-16%	0%	-10	4%	14%	1%	-3%
COc1c(/C=N/Nc2ccc(C(=O)O)cc2)c(CCN(C)C(C)=O)cc2c1OCO2	5%	?	-3%	1%	.	?	-8	0%	-25%	2%	3%
O=C(CN1CCC(n2nnc3cc(F)ccc32)CC1)NCCc1nc2ccccc2[nH]1	-10%	?	1%	-2%	-7%	5%	16	-4%	-30%	-3%	3%
CC(=O)Nc1cccc(-c2nc3ccc(NC(C)=O)cc3s2)c1	?	?	3.2µM*	0.89µM*	?	3µM*	-7	?	-37%	-33%	-5%
Cc1ccc(OCCn2cc(/C=N/NC(=O)c3ccncc3)c3ccccc32)cc1	19%	?	-9%	-3%	?	?	-5	11µM*	5µM*	0%	13%
Nc1cc(N)cc(-c2nc3ccccc3[nH]2)c1	?	35%	25%	25%	-1%	24µM*	11	-4%[0.365 µM]	-2%	0%	-3%
CCOC(=O)N1CCN(C(=O)c2ccc(Cl)nc2)CC1	3%	2%	1%	?	.	-1%	-5	-6%	13%	-1%	-6%
COc1ccc(C(=O)O)cc1NCc1ccc(C)s1	-4%	10%	-1%	-4%	-10%	2%	4	1%	-7%	-3%	-7%
CCCCCCCCNc1ncnc2ccccc12	0%	?	-25%	-28%	2%	-15%	-22	0.35µM*	2.2µM*	3%	3%
CC1=Nc2cc(C(=O)NCC3CCCO3)ccc2Sc2ccc(Br)cc21 (stereo not given)	3%	?	-35%[inhibitor]	-20%	.	-1%	-5	0%	14%	4%	10%
Cc1ccc(S(=O)(=O)N(C)c2cc(S(=O)(=O)Nc3ccncc3)c(C)cc2C)cc1	.	0%	0%	-16%	3%	1%	18	-2%	4%[10 µM]	5%	3%
O=C(O)c1cc2c(=O)c3ccccc3oc2nc1C(F)(F)F	?	0%	-6%	-4%[1.84 µM]	-4%	2%	11	-1%	17%	.	-11%
CCCCc1ccc(NC(=O)CSc2nnc(C)c(=O)n2N)cc1	-5%	9%	-3%	2%	0%	-17%	-7	-4%	?	13%	9%
CCOc1ccc(N=C2NC(=O)/C(=C/C(=O)OC)S2)cc1	.	11%	-1%	3%	-1%	-9%	-10	-9%	?	-4%	6%
COc1ccc(S(=O)(=O)N2CCOCC2)cc1NC(=O)CC1CC2CCC1C2 (stereo not given)	.	1%	-1%	-6%	.	.	-2	.	.	.	-10%
CC(C)CC(=O)Nc1nnc(SCC(=O)NCC2CCCO2)s1 (stereo not given)	0%	-13%	1%	4%	-1%	2%	.	-1%	-7%	-1%	0%
COCCn1c(SCC(=O)Nc2ccccc2C(F)(F)F)nc2ccccc2c1=O	-1%	?	1%	-5%	3%	0%	-15	-15%	7%[1.91 µM]	-19%	5%
CCc1nnc(NC(=O)CSc2ccc(Cl)cc2)s1	8%	5%	-3%	5%	-2%	4%	-7	-6%	-32%	-12%[11.5 µM]	2%
Cc1oc2c(c1C(=O)NCc1ccccc1)CCCC2	-5%	1%	-1%	-4%	-3%	0%	4	3%	-2%	-3%	0%
COC(=O)c1ccc(COC(=O)c2cc3ccccc3oc2=O)cc1	?	?	3%	15%	-28%	?	10	7%	29%	-2%[11.5 µM]	1%
CCOC(=O)C1CCCN(C(=O)Cn2cccc2C(=O)c2ccccc2)C1 (stereo not given)	-3%	?	-5%	-3%	5%	9%	23	5%	-4%	-1%	1%
COc1ccc(NC(=O)CN(c2c(C)cccc2C)S(C)(=O)=O)cc1	-11%	-2%	-3%	1%	-13%	1%	23	0%	-10%	0%	4%
COc1ccccc1CNC(=O)c1cc(-c2ccccc2C)n(CC2CC(c3cccc([N+](=O)[O-])c3)=NO2)n1 (stereo not given)	.	-11%	-1%	-2%	.	0%	-12	.	.	.	24%
O=C(O)c1nccnc1C(=O)N1CCN(c2ccccc2)CC1	-12%	0%	-2%	-7%	-2%	-2%	0	2%	-11%	-1%	-2%
COc1ccc(O)c(C(=O)c2cc(C#N)c(=O)n(CC3CCCO3)c2)c1 (stereo not given)	?	-1%	-7%	12%	-7%	-19%	10	-10%	28%	-5%	2%
CCOc1ccccc1/C=C/c1onc(C)c1S(=O)(=O)N1CCC(C(=O)NC(C)(C)C)CC1	10%	?	0%	-1%	.	1%	-2	-7%	-11%	.	-8%
COC(=O)c1ccc(OC(=O)c2cccnc2SC)cc1	-1%	?	0%	-3%	?	?	12	1%	-35%	-2%	0%
Fc1ccc(C(c2nnnn2Cc2ccco2)N2CCN(C3CCCCC3)CC2)cc1 (stereo not given)	-6%	-11%	3%	-1%	-16%	-1%	-6	0%	-9%	1%	0%
O=C(O)c1[nH]c2ccccc2c1NS(=O)(=O)Cc1ccccc1	1%	2%	-3%	7%	?	-15%	7	5%	9%	-1%	-1%
COCCCN(C(=O)Nc1ccccc1)C(C)c1ccncc1 (stereo not given)	-5%	4%	1%	-5%	17%[11.7 µM]	1%	-1	-1%	1%	0%	1%
Cc1cc(NC(=O)CSc2nc(-c3ccccc3)nc3c2c(=O)n(C)c(=O)n3C)no1	8%	4%	-1%	-1%	4%	2%	13	-7%	-20%	-2%	5%
Cc1c(Cl)cccc1N=C1SCCN1C(=O)CN1C(=O)NC2(CCCC2)C1=O	.	3%	-4%	1%	.	3%	-27	.	.	.	-10%
O=C(NCCC1CCCCN1S(=O)(=O)c1ccccc1)C(=O)NCCN1CCOCC1 (stereo not given)	.	11%	-1%	-3%	.	3%	-2	.	.	.	-4%
C=CCn1c(C(C)NC(=O)COC)nc2ccccc21 (stereo not given)	-2%	5%	0%	-3%	0%	-1%	4	22%	3%	1%	-4%
COc1nc(-c2ccc(Cl)cc2)nnc1C	-7%	19%	0%	0%	?	-9%	-13	-7%[10 µM]	12%	3%	6%
